High-throughput results as filed in PubChem.
ssDAF-12 act = activates DAF-12 receptor from parasite S. stercoralis; HEK293 ssDAF-12/GRIP1 lit1-tk-luc reporter, luminescence; % of 3 µM dafachronic acid response; activation, % at 6.8 µM; 370,000 tested, 1% active;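 active = activation above the mean over all tested compounds plus 3 SD, cut at about 0.9% in these data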;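 note: 0% = DMSO-only wells and 100% = 3 µM delta7-dafachronic acid wells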
DAX1 inh-1 = inhibitors of DAX1 repression of SF-1 activated StAR promoter; HEK293T StAR-luciferase reporter, SF-1/DAX-1 repression relief; inhibition, % at 6.8 µM; 370,000 tested, 1.1% active; AID 652010;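 active = inhibition above the mean over all tested compounds plus 3 SD, cut at about 3.6% in these data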;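 note: 0% = DAX-1 cells with DMSO and 100% = cells lacking DAX-1 with DMSO; higher inhibition means more luminescence from relief of DAX-1 repression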
FXN GAA850 act = increases GAA850 frataxin promoter reporter activity; 360,000 tested, 0.56% active; AID 540364; activation, % at 6 µM; HEK293 lucGAA850 FXN promoter luciferase reporter, 24 h; percent of 10 µM SAHA response;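 active = activation above the average of all compounds screened plus 3 SD, cutoff fixed separately per campaign, cut at about 7.5% in these data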;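 note: 0% = DMSO wells and 100% = 10 µM SAHA wells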
DAX1 inh-2 = inhibits human nuclear receptor DAX1. P51843. HEK293 Gal4-DAX1 luciferase reporter, luminescence. inhibition, % at 6.75 µM. 340,000 tested, 0.99% active. AID 504766;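 active = inhibition above the mean over all tested compounds plus 3 SD, cut at about 4.2% in these data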;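 note: 0% = DAX1-transfected cells with DMSO and 100% = empty-vector control cells with DMSO; inhibition shows as a rise in luminescence from relieved DAX1 repression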
hgDAF-12 ag = hgDAF-12 agonism, primary luciferase screen; 370,000 tested, 1.8% active; AID 687014; HEK293 GAL4-hgDAF12 UAS-luciferase reporter, agonist luminescence; normalized to butyrate control; activation, % at 6.8 µM;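 active = activation above a cutoff set at the mean of all screened compounds plus 3 SD, cut at about 10% in these data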;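 note: 0% = DMSO wells and 100% = sodium butyrate wells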
SMARCA2 activ = activators of SMARCA2 function | AID 652017 | 370,000 tested, 1% active | activation, % at 9.1 µM | MG213 cells, MMTV-luciferase reporter, dexamethasone, overnight; in the data active = activation above about 7.8%;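 note: 0% = vehicle wells and 100% = reference activator wells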
ADAM17 inh = inhibitors of human ADAM17 | inhibition, % at 6.95 µM | recombinant ADAM17, EDANS/DABCYL FRET peptide cleavage | P78536 | 370,000 tested, 0.83% active | AID 720648;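 active = inhibition above the mean of compounds lying between control limits plus 3 SD, set per campaign, cut at about 8.5% in these data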;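 note: 0% = DMSO-only wells as the low control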
hcDAF12 agonist = activates DAF-12 receptor from parasite H. contortus; AID 652067; 370,000 tested, 1.4% active; HEK293 hcDAF-12 lit1-tk-luc reporter, luminescence; 0% DMSO, 100% Δ7-dafachronic acid; activation, % at 6.8 µM;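 active = activation above the mean of all tested compounds plus 3 SD, cut at about 5.5% in these data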;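 note: 100% = response to 3 µM Δ7-dafachronic acid high control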
ADAM10 inh = inhibitors of human ADAM10; inhibition, % at 7 µM; O14672; recombinant ADAM10, EDANS/DABCYL FRET peptide cleavage, 3 h; AID 720582; 370,000 tested, 0.62% active;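 active = inhibition above a per-campaign cutoff equal to the mean of compounds falling between control-based bounds plus 3 SD, cut at about 20% in these data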;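 note: 0% = DMSO wells while the 100% control is not disclosed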
NPR1 activator = GC-A (human) enzyme activation; P16066; HEK293 GC-A cells, cGMP TR-FRET, EC30 ANP; 0% at EC30 ANP, 100% saturating ANP; activation, % at 10 µM; 370,000 tested, 0.14% active; AID 1671463; in the data active = activation above about 40%
Target sequence (P16066 whole entry, looked up): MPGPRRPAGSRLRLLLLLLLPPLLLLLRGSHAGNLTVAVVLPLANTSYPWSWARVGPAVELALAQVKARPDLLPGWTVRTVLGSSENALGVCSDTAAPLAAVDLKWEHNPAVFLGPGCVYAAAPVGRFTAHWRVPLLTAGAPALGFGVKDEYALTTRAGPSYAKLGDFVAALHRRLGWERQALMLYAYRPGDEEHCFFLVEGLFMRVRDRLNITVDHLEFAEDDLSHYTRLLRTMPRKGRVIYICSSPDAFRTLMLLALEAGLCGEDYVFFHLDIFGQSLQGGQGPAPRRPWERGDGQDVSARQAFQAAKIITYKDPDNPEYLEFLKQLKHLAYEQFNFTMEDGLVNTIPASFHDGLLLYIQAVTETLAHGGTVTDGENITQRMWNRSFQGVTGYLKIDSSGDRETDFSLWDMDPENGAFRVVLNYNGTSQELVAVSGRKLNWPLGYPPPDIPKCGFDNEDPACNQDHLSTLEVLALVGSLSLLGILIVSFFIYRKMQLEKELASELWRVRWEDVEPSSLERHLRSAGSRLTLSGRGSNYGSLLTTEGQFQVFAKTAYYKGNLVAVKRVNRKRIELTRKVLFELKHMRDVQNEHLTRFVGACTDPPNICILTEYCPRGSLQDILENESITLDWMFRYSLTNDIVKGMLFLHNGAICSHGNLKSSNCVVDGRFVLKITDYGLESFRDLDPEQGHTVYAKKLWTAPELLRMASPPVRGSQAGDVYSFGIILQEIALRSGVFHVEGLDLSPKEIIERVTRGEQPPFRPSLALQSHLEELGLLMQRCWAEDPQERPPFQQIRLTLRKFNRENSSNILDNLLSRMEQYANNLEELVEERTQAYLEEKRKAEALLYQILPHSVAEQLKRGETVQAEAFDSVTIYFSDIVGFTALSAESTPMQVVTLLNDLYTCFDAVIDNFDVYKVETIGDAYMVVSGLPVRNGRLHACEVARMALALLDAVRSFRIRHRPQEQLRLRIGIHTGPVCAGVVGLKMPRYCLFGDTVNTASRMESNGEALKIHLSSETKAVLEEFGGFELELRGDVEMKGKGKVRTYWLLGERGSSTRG
PG9 Ab binder = PG9 antibody binding by small molecule. inhibition, % at 6.7 µM. 360,000 tested, 0.43% active. TR-FRET gp120-PG9 antibody binding; in the data active = inhibition above about 8.5%
Active calls of the source: *; / = not tested or not shown.

SMILES | ADAM17 inh | DAX1 inh-1 | SMARCA2 activ | hgDAF-12 ag | ADAM10 inh | DAX1 inh-2 | PG9 Ab binder | ssDAF-12 act | hcDAF12 agonist | NPR1 activator | FXN GAA850 act
CC(/C=N/NC(=O)Cc1cccs1)=C\c1ccco1 | -1 | 1.0 | -2 | 4.0 | 3 | -0.5 | -2.9 | -0.9 | 1.7 | -5 | -0.5
CCN(CCNC(=O)CCCn1nc(C)n2c(cc3sccc32)c1=O)c1ccccc1 | -2 | 0.6 | 0 | 0.9 | 4 | -0.6 | -2.2 | -1.1 | 2.2 | -22 | -2.4
Cc1nn(C)c(C)c1/C=N/O | -9 | 0.2 | -1 | 0.1 | -9 | -1.1 | 1.1 | -0.9 | -0.9 | 1 | -3.3
CCc1nc2ccc(C(=O)NCc3ccccc3OC)cn2c1N(CC)CCN(C)C | -6 | -0.3 | 0 | 2.1 | -13 | / | -1.3 | -0.9 | -0.5 | 1 | -2.1
COc1ccc(/C=C2\CCc3ccccc3C2=O)cc1OC | 0 | 1.5 | 2 | 4.2 | 3 | 0.0 | -2.5 | -1.4 | -0.1 | 4 | 4.7
COc1cc(C)ccc1OCCCCOc1ccccc1C(C)=O | 2 | -0.9 | -6 | -3.9 | -6 | -1.4 | -0.5 | -1.9 | -2.8 | -4 | 2.3
COc1ccc2nc3c(cc2c1)c(NC(=O)c1cccs1)nn3CC(C)C | -41 | -1.7 | 1 | -3.7 | -117 | -1.9 | -1.1 | -2.1 | -3.0 | 5 | -1.3
NC(=O)COc1ccc(/C=N\NC(=O)c2ccc(-c3ccccc3)cc2)cc1 | -3 | -0.6 | -1 | -2.9 | -1 | 0.4 | 1.9 | -1.3 | 0.5 | -3 | 1.1
CN(c1ccc(C(=O)NC2CC2)cc1)S(=O)(=O)c1ccccc1 | -3 | -0.3 | 0 | -1.0 | 1 | 0.3 | 0.1 | -0.8 | -0.7 | 0 | 3.2
COc1ccc(NC(=O)c2cccc(S(=O)(=O)NCc3ccco3)c2)c(OC)c1 | -1 | 0.3 | -2 | -0.2 | -2 | -0.3 | 0.6 | -1.1 | -0.1 | 0 | -0.2
CCN(CC)CCC(c1ccc(N(C)C)cc1)c1c(OC)cc(OC)c2c(-c3ccccc3)cc(=O)oc12 (stereo not drawn) | 2 | 0.5 | 0 | -0.3 | 1 | 0.6 | -1.4 | -1.1 | 0.8 | -1 | -3.3
CC(=O)c1cccc(NC(=O)Nc2nc(C)cc(C)n2)c1 | -4 | 2.3 | 4 | -1.2 | -4 | 4.7* | 0.2 | 0.0 | -0.4 | 3 | 4.5
COc1cccc(-c2sc3ccc(OC)cc3c2C#CCC(C)O)c1 (stereo not drawn) | -18 | 0.2 | 1 | 2.3 | -63 | 1.4 | -1.5 | -1.3 | -0.7 | -1 | 3.0
COc1ccccc1NS(=O)(=O)c1ccc(C(=O)NCC(c2ccccc2OC)N(C)C)cc1 (stereo not drawn) | 0 | 1.4 | 0 | 2.1 | 6 | 0.6 | -1.0 | -0.2 | -1.4 | -4 | -2.2
COc1ccc(OC)c(NC(=O)c2cccnc2Sc2cc(C)ccc2C)c1 | 3 | -0.7 | -3 | 0.4 | 14 | 0.0 | -0.9 | -1.7 | -0.2 | -8 | 5.3
CCCNC(=O)c1cc(C2CCCCN2C(=O)c2ccc3c(c2)CCO3)on1 (stereo not drawn) | -2 | -0.1 | -1 | 1.4 | -5 | / | 2.4 | -1.3 | -0.7 | -1 | -1.0
CSc1ccc(CN2CCCC(CNC(=O)c3ccc(F)cc3)C2)cc1 (stereo not drawn) | 5 | 0.1 | -5 | -1.5 | 5 | -0.3 | 0.5 | -1.4 | 1.1 | -11 | 1.4
CSc1cccc(NC(=O)CN(c2cc(C)ccc2C)S(C)(=O)=O)c1 | 7 | -0.9 | -1 | -3.5 | 9 | -1.0 | 0.2 | -1.2 | -1.6 | -17 | -2.9
Cc1cccc(-n2c(Cc3cc(=O)[nH]c(=O)[nH]3)nnc2SCC(=O)NCC2CCCO2)c1 (stereo not drawn) | 2 | 0.5 | -2 | 2.1 | 0 | 1.6 | 0.3 | -0.2 | 4.9 | -1 | 5.2
CCOc1ccccc1NC(=O)CSc1nnc2c(CC)c(C)nc(N)n12 | 2 | -0.1 | 7.9* | -0.8 | 4 | 0.0 | -5.1 | -1.7 | -0.9 | -3 | -1.0
CCCc1ccc2oc(C(=O)N(C)Cc3cnccn3)c(C)c2c1 | 2 | 0.1 | 8 | 3.6 | 0 | 0.8 | -2.2 | -1.2 | -0.6 | 3 | 3.4
Clc1nc(-c2ccccc2)c2ccccc2n1 | -9 | -0.3 | 1 | -0.7 | -23 | 0.2 | 1.6 | -1.2 | -0.2 | 3 | 3.8
Cc1cc(C)c(C2=CSC3=NS(=O)(=O)CCN23)c(C)c1 | 1 | -0.5 | -2 | 0.7 | -7 | -0.2 | 0.4 | -1.9 | 0.0 | -1 | 2.6
Cc1ccc(S(=O)(=O)NN2C(=O)c3ccccc3NC2c2ccccn2)cc1 (stereo not drawn) | -167 | 0.5 | 0 | -2.1 | -416 | 0.0 | -2.1 | -1.0 | -0.6 | -5 | 1.2
CC(Oc1ccccc1Cl)C(=O)N(Cc1ccco1)C1CCS(=O)(=O)C1 (stereo not drawn) | 1 | 0.7 | 3 | -2.3 | 0 | -1.7 | -0.7 | 1.6* | -0.6 | 0 | 0.8
CC(C)NC(=O)Nc1cccc2c1O[C@H](CN(C)S(=O)(=O)c1cccs1)[C@@H](C)CN([C@H](C)CO)C2=O | 1 | -1.6 | -4 | 0.3 | -7 | 1.8 | 0.3 | -1.5 | -0.2 | 3 | -1.4
COc1ccc(OC)c(/C=C/C(=O)OCC(=O)N2CCCCC2)c1 | -44 | -0.1 | 0 | -1.4 | -157 | 0.0 | 1.5 | -1.0 | -0.9 | 1 | -0.2
COC(=O)c1cc(C)oc1C | -5 | -0.5 | -2 | 1.2 | -4 | / | / | -1.0 | -1.1 | -2 | /
O=C(Nc1ccc2c(c1)OCCO2)C1c2ccccc2OCC(=O)N1Cc1ccccn1 (stereo not drawn) | -6 | 0.1 | -2 | 4.5 | -16 | / | 0.1 | -0.3 | 2.7 | 0 | /
Cc1nn(C)c(C(=O)N/N=C/c2cc3c(cc2Br)OCO3)c1Br | 0 | -0.2 | 1 | -0.4 | -1 | 0.1 | 0.4 | -1.6 | -0.1 | -23 | -0.6

Marked active in ssDAF-12 act (from the list above):
SMILES | ADAM17 inh | DAX1 inh-1 | SMARCA2 activ | ADAM10 inh | DAX1 inh-2 | PG9 Ab binder | ssDAF-12 act | hcDAF12 agonist | NPR1 activator
CC(Oc1ccccc1Cl)C(=O)N(Cc1ccco1)C1CCS(=O)(=O)C1 (stereo not drawn) | 1 | 0.7 | 3 | 0 | -1.7 | -0.7 | 1.6* | -0.6 | 0

Remaining list, next part
SMILES | ADAM17 inh | DAX1 inh-1 | SMARCA2 activ | hgDAF-12 ag | ADAM10 inh | DAX1 inh-2 | PG9 Ab binder | ssDAF-12 act | hcDAF12 agonist | NPR1 activator | FXN GAA850 act
COC(=O)c1sccc1NC(=O)CC1C(=O)NCCN1C(=O)c1ccc(F)cc1 (stereo not drawn) | 3 | 1.4 | -4 | -1.4 | 7 | 0.6 | -1.5 | -0.5 | -0.2 | -1 | 1.2
O=C(Nc1cccc(Cl)c1)OCCN1CCN(Cc2ccccc2)CCC1=O | 1 | -0.6 | 0 | -3.3 | -4 | -0.6 | 1.1 | -1.5 | -0.4 | -4 | 0.1
COc1ccc(NC(=O)CN2CCC(NC(=O)C3CCCCC3)CC2)cc1 | -4 | -0.6 | -6 | 1.2 | -6 | 0.4 | -1.2 | -0.8 | 0.9 | 1 | -1.8
Cc1cccc(N(Cc2ccccc2)C(=O)c2ccccc2F)c1 | 3 | -0.6 | -3 | 0.2 | 4 | -0.6 | 2.2 | -1.2 | -2.3 | -12 | -1.7
C=CCNC(=O)c1ccccc1NC(=O)c1ccccc1N(C)S(C)(=O)=O | -2 | 0.6 | -2 | 2.5 | -4 | -1.0 | -2.1 | -1.1 | -1.1 | -1 | -1.5
COc1ccc(C(=O)COC(=O)c2cc(=O)[nH]c3ccccc23)c(OC)c1 | -8 | 3.6 | 1 | 5.1 | -9 | 0.4 | 46* | 1.0* | 2.6 | -2 | 6.5
CC1CCN(C(=O)COC(=O)Cc2c[nH]c3ccccc23)CC1 | 1 | 1.4 | 0 | 0.4 | -10 | 1.1 | -1.5 | -1.1 | -0.1 | 0 | -1.3
CCC1=C2CC[C@H]3C(=O)N(C)C(=O)[C@H]3[C@H]2[C@@]2(Cc3ccccc3)C(=NCC(=O)OC)OC(=O)N2C1=O | -2 | 0.3 | 1 | 0.0 | -4 | 3.1 | -0.1 | -1.2 | 2.0 | 3 | -1.2
CC(=O)N(CCC(c1ccco1)C(C)C)Cc1ccc(OC(C)C)cc1 (stereo not drawn) | 2 | 0.3 | -6 | -0.2 | -4 | -0.8 | -1.2 | -1.6 | 1.8 | 2 | 1.7
CC1(C)CNc2cc([N+](=O)[O-])ccc2S1 | 4 | 0.1 | 1 | 3.9 | 3 | -1.2 | -1.9 | -1.2 | 0.3 | 0 | 4.4

Compound profiles, from the list above:
`COc1ccc(NC(=O)CN2CCC(NC(=O)C3CCCCC3)CC2)cc1` reads ADAM17 inh: -4; DAX1 inh-1: -0.6; SMARCA2 activ: -6; hgDAF-12 ag: 1.2; ADAM10 inh: -6; DAX1 inh-2: 0.4; PG9 Ab binder: -1.2; ssDAF-12 act: -0.8; hcDAF12 agonist: 0.9; NPR1 activator: 1; FXN GAA850 act: -1.8
`CC(=O)N(CCC(c1ccco1)C(C)C)Cc1ccc(OC(C)C)cc1` (stereo not drawn) reads ADAM17 inh: 2; DAX1 inh-1: 0.3; SMARCA2 activ: -6; hgDAF-12 ag: -0.2; ADAM10 inh: -4; DAX1 inh-2: -0.8; PG9 Ab binder: -1.2; ssDAF-12 act: -1.6; hcDAF12 agonist: 1.8; NPR1 activator: 2; FXN GAA850 act: 1.7
`CC1(C)CNc2cc([N+](=O)[O-])ccc2S1` reads ADAM17 inh: 4; DAX1 inh-1: 0.1; SMARCA2 activ: 1; hgDAF-12 ag: 3.9; ADAM10 inh: 3; DAX1 inh-2: -1.2; PG9 Ab binder: -1.9; ssDAF-12 act: -1.2; hcDAF12 agonist: 0.3; NPR1 activator: 0; FXN GAA850 act: 4.4

Part of the list above with just NPR1 activator, DAX1 inh-2 and ADAM17 inh:
molecule | NPR1 activator | DAX1 inh-2 | ADAM17 inh
CC(=O)N(CCC(c1ccco1)C(C)C)Cc1ccc(OC(C)C)cc1 (stereo not drawn) | 2 | -0.8 | 2
O=C(Nc1cccc(Cl)c1)OCCN1CCN(Cc2ccccc2)CCC1=O | -4 | -0.6 | 1
CC1CCN(C(=O)COC(=O)Cc2c[nH]c3ccccc23)CC1 | 0 | 1.1 | 1
C=CCNC(=O)c1ccccc1NC(=O)c1ccccc1N(C)S(C)(=O)=O | -1 | -1.0 | -2
